ASAP1 inh: inhibitors of human ASAP1 ArfGAP activity, primary screen, biochemical, fluorescence polarization | Arf-GAP with SH3 domain, ANK repeat and PH domain-containing protein 1 (Homo sapiens), … | ASAP1-stimulated ARF1 GTP hydrolysis, GDP FP detection | inhibition, % at 16.5 µM | 0.19% of 360,000 active | AID 624377, 2012; in the data active means inhibition above about 25%;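 further: 0% = vehicle with enzyme and substrate and 100% = no enzyme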
Target sequence (Q9ULH1 325-724 limits assumed): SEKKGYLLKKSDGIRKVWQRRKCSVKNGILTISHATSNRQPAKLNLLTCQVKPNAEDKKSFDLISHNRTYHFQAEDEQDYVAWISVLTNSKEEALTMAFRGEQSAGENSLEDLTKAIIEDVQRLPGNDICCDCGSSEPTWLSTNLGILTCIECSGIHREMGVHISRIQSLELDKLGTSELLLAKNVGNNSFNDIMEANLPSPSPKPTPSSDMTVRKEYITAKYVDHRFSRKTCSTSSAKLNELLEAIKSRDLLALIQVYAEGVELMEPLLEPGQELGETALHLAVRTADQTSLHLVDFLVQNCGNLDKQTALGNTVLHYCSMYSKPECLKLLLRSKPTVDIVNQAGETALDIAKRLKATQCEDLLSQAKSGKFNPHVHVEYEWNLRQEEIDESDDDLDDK
ADAM10 inh: human ADAM10 inhibitors, primary screen, biochemical, QFRET, HTS; Disintegrin and metalloproteinase domain-containing protein 10 (Homo sapiens), O14672; recombinant ADAM10, EDANS/DABCYL FRET peptide cleavage, 3 h; inhibition, % at 7 µM; 0.62% of 370,000 active; AID 720582, 2013;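 active means inhibition above a per-campaign cutoff equal to the mean of compounds falling between control-based bounds plus 3 SD, cut at about 20% in these data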;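 further: 0% = DMSO wells while the 100% control is not disclosed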
Tn7 DDE FP: inhibitors of Tn7 peptide binding to fibrin DD(E), primary screen, biochemical, fluorescence polarization, human fibrin, Tn7 probe; Fibrinogen beta chain (Homo sapiens), P02675; inhibition, % at 8.3 µM; FP displacement of FITC-Tn7 peptide from fibrin DD(E); 0% = median of compound wells per plate; 0.13% of 370,000 active;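 active means inhibition above the mean of compounds falling within the control limits plus 3 SD of them, cut at about 14% in these data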;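 further: 0% = plate median of compound wells and 100% = 10 µM Aha-Tn7 peptide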
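Assay system: Human fibrin DD(E) protein | Medium: Tris buffer with calcium and detergent, pH 7.8 | Reagent: 0.1 µM fluorescent Tn7 | Compound dosing: Single point at 8.3 µM | Times: 10 min preincubation, 3 h with tracer, room temperature | Detection: Fluorescence polarization of the labelled Tn7 tracer | Controls: Aha-Tn7 high control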
DDE Tn6 FP inh: inhibitors of Tn6 peptide binding to fibrin DD(E), primary screen, biochemical, fluorescence polarization, human fibrin, Tn6 probe; Fibrinogen beta chain (Homo sapiens), P02675; Fibrin DD(E) TRITC-Tn6 fluorescence polarization displacement; inhibition, % at 8.3 µM; 0.21% of 370,000 active;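 active means inhibition above a per-campaign cutoff: mean of compounds within control limits plus 3 SD, cut at about 15% in these data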;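 further: 0% = median of all compound wells on the plate and 100% = blocking peptide control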
proKLK7 act: proKLK7 zymogen activators, primary screen, biochemical, fluorescence intensity. Kallikrein-7 (Homo sapiens), P49862. purified proKLK7, EDANS-DABCYL substrate fluorescence; 100% is mature enzyme control, 0% vehicle. activation, % at 7 µM. 0.9% of 370,000 active. AID 652039, 2013;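 active means activation above the mean of all tested compounds plus 3 SD, computed per campaign excluding outliers beyond control limits, cut at about 13% in these data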
Target sequence (P49862 whole entry, looked up): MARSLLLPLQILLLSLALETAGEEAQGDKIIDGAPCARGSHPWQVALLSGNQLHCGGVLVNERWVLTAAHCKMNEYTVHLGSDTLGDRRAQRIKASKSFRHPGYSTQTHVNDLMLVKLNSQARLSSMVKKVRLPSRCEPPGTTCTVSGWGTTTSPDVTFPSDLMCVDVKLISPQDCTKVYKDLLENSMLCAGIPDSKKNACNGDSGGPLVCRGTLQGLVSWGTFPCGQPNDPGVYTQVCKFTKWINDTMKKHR
TDP2 absorb: human TDP2 enzyme inhibitors, primary screen, biochemical, epi absorbance, recombinant enzyme; 0.34% of 370,000 active; T5PNP hydrolysis, p-nitrophenol absorbance 415 nm; Tyrosyl-DNA phosphodiesterase 2 (Homo sapiens), O95551; inhibition, % at 12.8 µM;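 active means inhibition above the mean of all tested compounds plus 3 SD, set per campaign, cut at about 25% in these data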;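 further: 0% = DMSO with enzyme and 100% = buffer with substrate but no TDP2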
Target sequence (O95551 whole entry, looked up): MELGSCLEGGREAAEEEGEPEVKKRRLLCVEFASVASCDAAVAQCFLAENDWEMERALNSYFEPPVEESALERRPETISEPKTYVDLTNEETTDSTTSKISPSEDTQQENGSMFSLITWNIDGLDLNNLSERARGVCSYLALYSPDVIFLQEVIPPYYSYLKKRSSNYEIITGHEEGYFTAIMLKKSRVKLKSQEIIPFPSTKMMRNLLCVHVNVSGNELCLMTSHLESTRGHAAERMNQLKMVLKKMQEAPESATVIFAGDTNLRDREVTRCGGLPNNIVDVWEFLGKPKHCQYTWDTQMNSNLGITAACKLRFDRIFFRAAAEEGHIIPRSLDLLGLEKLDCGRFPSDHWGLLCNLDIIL
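Incubation: 2 h at 37 °C; Test system: recombinant human TDP2; Quantity: enzyme 120 nM; Read-out basis: percent inhibition; Medium: 50 mM Tris-HCl pH 7.5 with Mg2+, KCl, DTT, BSA; Repeats: single replicate; Compound: 12.8 µM single point, 1% DMSO; Signal: epi absorbance; Reagent: 5 mM T5PNP chromogenic substrate; Benchmarks: no-enzyme high, DMSO-plus-enzyme low.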
ADAM17 inh: ADAM17 inhibitors, primary screen, biochemical, QFRET; Disintegrin and metalloproteinase domain-containing protein 17 (Homo sapiens), P78536; inhibition, % at 6.95 µM; 0.83% of 370,000 active; AID 720648, 2013; recombinant ADAM17, EDANS/DABCYL FRET peptide cleavage;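 active means inhibition above the mean of compounds lying between control limits plus 3 SD, set per campaign, cut at about 8.5% in these data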;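 further: 0% = DMSO-only wells as the low control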
LEDGF integ inh: blockers of LEDGF/p75-dependent integrase strand transfer – biochemical, TR-FRET, high throughput, primary screen; AID 743269, 2014; 0.64% of 370,000 active; inhibition, % at 3.7 µM; HIV-1 integrase (with human LEDGF/p75); TR-FRET IN-LEDGF/p75 DNA integration, Eu/Cy5;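 active means inhibition above the screen-wide mean plus 3 SD, cut at about 13% in these data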;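 further: signal is the Cy5 over europium emission ratio at 671 and 618 nm; 0% = plate median of compound wells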
ARFGAP1 inh: inhibitors of rat ARFGAP1 GAP activity, primary screen, biochemical, fluorescence polarization, GDP tracer; ADP-ribosylation factor GTPase-activating protein 1 (Rattus norvegicus), Q62848; Arfgap1-stimulated ARF1 GTP hydrolysis, GDP FP detection; inhibition, % at 16.5 µM; 0.26% of 360,000 active; AID 651572, 2012;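 active means inhibition above a per-plate limit, mean inhibition of low control wells plus 3 SD, cut at about 25% in these data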;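 further: 0% = DMSO wells with enzyme and 100% = wells lacking Arfgap1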
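Material: rat Arfgap1 GAP domain (His6, aa 1-136), purified enzyme. Also added: human ARF1(Δ1-17)-GTP substrate. Compound dosing: 16.5 µM single point, 1.26% DMSO. Timing: enzyme reaction 120 min at 25 °C after 20 min preincubation. Signal: GDP detection by fluorescence polarization. Read-out basis: percent inhibition of GAP-stimulated GDP formation, scaled between DMSO and no-Arfgap1 medians.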
PLC-gamma1 inh: PLC-gamma1 enzyme inhibitors, primary screen, biochemical, fluorescence, purified enzyme. 0.84% of 370,000 active. fluorogenic substrate. inhibition, % at 12.2 µM. 1-phosphatidylinositol 4,5-bisphosphate phosphodiesterase gamma-1 (Homo sapiens), P19174; in the data active means inhibition above about 9.5%
Starred values were filed as active, the others as inactive; / = not tested or not shown.

SMILES	ASAP1 inh	ADAM10 inh	Tn7 DDE FP	DDE Tn6 FP inh	proKLK7 act	TDP2 absorb	ADAM17 inh	LEDGF integ inh	ARFGAP1 inh	PLC-gamma1 inh
Cc1ccc(C)c(NC(=O)CN(C)C(=O)c2cccc(S(=O)(=O)N(C)C)c2)c1	-5.0	-5.5	1.6	9.0	0.0	1.9	-0.7	1.2	2.2	3.1
Cc1nc(Nc2ccccc2O)c2oc3ccccc3c2n1	-0.8	-1.4	-5.0	-3.1	-0.6	-8.2	-1.6	3.3	-14.0	1.2
COC(=O)c1ccccc1NC(=O)CSc1ncccn1	2.5	-5.2	7.8	-1.6	0.5	9.7	-0.6	-0.9	-4.5	-1.3
C[C@@H]1CN([C@H](C)CO)C(=O)CCCn2nncc2CO[C@H]1CN(C)Cc1cccc(C(=O)O)c1	-1.3	3.7	0.9	5.0	0.1	-6.7	3.2	3.0	7.0	3.9
CCOc1ccc(N(CC(=O)NC2CCCC2)C(=O)CSc2nnc(COc3ccccc3)o2)cc1	0.2	1.6	-0.4	4.3	-0.5	-10.3	1.6	4.1	-7.7	4.0
Cc1ccccc1NC(=O)Nc1nc(C2CCC(=O)N2)cs1 (configuration not stated)	-5.3	-10.5	-3.7	-5.8	0.2	-0.9	-3.0	-2.2	-15.0	0.3
Cc1cc2c(cc1C)NC(=O)C(C)CN2 (configuration not stated)	4.4	-47.9	-5.6	-10.6	-1.2	-14.2	-7.5	-0.9	-4.7	-35.1
CN(CC(=O)Nc1cccc(F)c1)CC(=O)Nc1ccccc1Oc1ccccc1	2.1	10.9	0.2	3.0	0.5	-10.4	8.1	5.9	-10.8	6.8
CS(=O)(=O)N1CCCCC1c1cc(C(=O)Nc2cccc3c2CCCC3)no1 (configuration not stated)	10.4	-2.6	-3.0	4.7	0.5	2.4	-4.4	-0.7	-5.7	1.0
CN1C(=S)SC(/[N+]([O-])=C/c2cccnc2)C1(C)C (configuration not stated)	3.6	2.4	-0.2	-2.8	0.3	3.1	-0.9	2.3	13.3	0.9
O=C(NCCCCNC(=O)c1ccc(Br)cc1)c1ccc(Br)cc1	4.1	4.8	1.9	-2.6	-0.3	13.7	-1.6	0.0	-8.2	2.5
O=C(Nc1ccc(N2CCOCC2)cc1)C1CCCCN1S(=O)(=O)c1ccccc1 (configuration not stated)	1.7	-9.0	-4.1	3.2	0.6	-7.8	1.3	-3.0	15.2	3.3
CCOC(=O)N1CCC(N2CCN(Cc3ccccc3)C(CCO)C2)CC1 (configuration not stated)	-11.9	-8.7	2.1	-10.0	-0.4	1.1	-2.7	-4.4	0.0	1.3
C(=N\n1cnnc1)/c1cccnc1	-1.6	3.5	-3.5	-1.7	-0.6	-13.9	2.8	0.8	4.8	5.1
COC(=O)C1N[C@@H]([C@@H](NC(=O)COc2ccccc2)C(=O)Nc2ccc(OC)cc2)SC1(C)C (some centres not stated)	8.9	0.2	7.9	7.7	-0.4	4.6	-1.8	-1.4	-6.7	-1.1
COCC(=O)N1CCC(Oc2ccc(C(=O)NCc3cc(C)n(C)n3)cc2)CC1	1.8	-9.6	-0.2	-2.2	0.1	12.0	-6.1	1.3	1.4	2.5
CC(C)NC(=O)CC1C(=O)N(Cc2ccccc2)C(C)c2nc3ccccc3n21 (configuration not stated)	-2.1	0.5	-2.6	0.6	0.4	-16.7	4.4	-3.7	6.7	12.9*
Cc1c(C(=O)OC2CCC(C)CC2)[nH]c2c1C(=O)CCC2 (configuration not stated)	10.0	-4.4	-2.7	9.1	-0.2	-8.4	2.0	-1.9	-1.2	-3.1
O=C(COC(=O)CNC(=O)C1CCCCC1)Nc1cc(C(F)(F)F)ccc1Cl	0.6	2.8	7.3	-0.4	-0.7	-5.4	-2.0	1.2	1.9	-0.2
COc1ccccc1CNC(=O)CSc1nc2nc(C)cc(C)n2n1	17.0	-2.0	1.8	-2.7	-0.3	6.5	-2.3	-1.9	-6.7	3.6
CC(C)Oc1ccc(Cl)cc1Nc1nc(NCCO)nc(N2CCCC2)n1	11.9	21.4*	-2.6	-4.5	1.1	-15.3	7.2	-1.9	-0.9	2.2
C/C(=N\Nc1cc(Cl)nc(C)n1)c1ccccc1	2.2	5.0	9.0	-2.8	-0.2	9.9	-6.0	3.3	-19.8	-0.7
CC(C)C(=O)NNS(=O)(=O)c1ccccc1[N+](=O)[O-]	8.4	-1.0	0.1	-2.7	0.0	-0.3	-2.6	-5.9	-3.6	2.7
CCOC(=O)C1C(=O)CC(C)(O)C(C(=O)OCC)C1c1ccc(OCC)cc1 (configuration not stated)	13.7	4.7	3.1	-6.4	-0.4	-1.7	5.3	6.2	-6.9	5.0
CC1(C)CC(=O)C2=C(C1)N(c1ccccc1)C(=O)CC2c1ccc(O)cc1 (configuration not stated)	-0.5	10.7	-2.6	-6.8	0.3	-12.1	0.5	3.9	-7.9	-0.4
CN(C)CCn1cnc2c(c1=N)C(c1ccccc1)c1ccc3ccccc3c1O2 (configuration not stated)	-7.5	-0.9	1.7	-0.7	-0.4	-7.0	-5.5	-0.5	-5.0	0.4
CCOc1ccc2nc(SCC(=O)Nc3ccc4c(c3)OCO4)sc2c1	-0.1	3.0	-1.1	-1.2	0.0	-15.5	2.6	-3.3	10.7	-2.3
CC(C)(C)CN1CCC(Oc2cccc(C(=O)N3CCNC(=O)C3(C)C)c2)CC1	8.6	-5.5	-4.8	2.2	-0.4	12.2	-4.5	-0.4	-3.6	2.5
Cc1ccc(Sc2cc(C(=O)NCCCN(C)C)c3ccccc3n2)cc1	1.6	4.6	-6.0	-0.6	-0.4	-10.6	-1.4	6.2	1.6	-3.6
Cc1ccc(NC(=O)CNc2ccc(Cl)c(Cl)c2)cc1S(=O)(=O)N(C)C	15.6	23.2*	3.7	0.0	1.0	-1.1	7.7	-3.2	17.5	0.7
CCOC(=O)N1CCN(C(=O)c2ccc3c(=O)n(CCC4=CCCCC4)c(=O)[nH]c3c2)CC1	-0.8	-7.0	-0.8	-1.0	-1.7	-1.1	-4.6	4.1	-5.0	-7.0
COc1ccc(NC(=O)CSc2nc3ccsc3c(=O)n2CCC(=O)O)c(OC)c1	2.3	-0.5	-1.5	4.3	0.0	-11.6	-2.4	5.4	-9.1	3.1
Nc1nc2nccc(-c3ccccn3)n2n1	-6.7	-336.9	-0.7	-5.3	11.4	-4.1	-120.5	-1.3	-6.3	-270.5
O=C(/C=C/c1ccc(F)cc1)Nc1cc(S(=O)(=O)N2CCOCC2)ccc1N1CCCC1	-8.4	-5.5	2.9	-3.9	0.0	1.0	-3.9	3.0	7.7	-5.9
O=C(NC(=O)N1CCCCCC1)c1ccccc1	-13.1	3.0	5.8	1.1	0.2	7.5	2.7	2.6	-1.9	3.6
CCN(CC)S(=O)(=O)c1ccc(N)cc1	2.0	-7.0	-4.1	1.7	-0.6	-2.3	-4.9	-2.4	4.5	2.8
CCNc1nc(NC(C)C)nc(N(C)C#N)n1	-1.3	4.8	0.6	-1.6	0.0	10.5	-3.4	1.6	7.7	-3.1
O=C(Nc1cccc(O)c1)c1cccc(S(=O)(=O)Nc2cccc(O)c2)c1	-0.3	-6.2	7.4	-2.6	-1.1	-4.5	-7.4	-0.9	-2.7	-4.8
O=C(c1ccc(F)cc1F)N1CCC(Oc2cccnc2)CC1	/	4.5	0.2	-4.5	0.1	-7.1	5.7	3.0	/	-0.9
COc1cc(CN2CCC(C(=O)N3CCCC(C)C3)CC2)cc(OC)c1O (configuration not stated)	-12.9	4.5	-0.5	0.8	0.7	1.8	2.3	4.1	2.6	4.5

Some values from above.
Cc1nc(Nc2ccccc2O)c2oc3ccccc3c2n1 @ DDE Tn6 FP inh = -3.1
O=C(NC(=O)N1CCCCCC1)c1ccccc1 @ Tn7 DDE FP = 5.8

Carrying on.
SMILES	ASAP1 inh	ADAM10 inh	Tn7 DDE FP	DDE Tn6 FP inh	proKLK7 act	TDP2 absorb	ADAM17 inh	LEDGF integ inh	ARFGAP1 inh	PLC-gamma1 inh
Cc1ccccc1CN1CCN(S(=O)(=O)c2cccc3nsnc23)CC1	-8.1	-2.8	0.5	-5.2	0.3	5.1	1.0	-0.6	-2.7	3.7
O=C(NNC(=O)C1CCCO1)c1ccc([N+](=O)[O-])cc1 (configuration not stated)	-15.5	0.1	-3.3	0.8	0.4	4.5	1.4	3.2	-4.4	-2.4
CCOC(=O)c1cnc(-n2cc(C)cn2)nc1Nc1ccccc1OCC	-6.6	-7.5	2.0	-5.5	0.0	10.1	-3.6	-0.4	-5.9	-0.9
CCc1ccc(OCC(=O)O/N=C(\N)c2ccncc2)cc1	9.6	-0.1	0.1	-6.4	0.0	2.6	-1.2	0.8	-2.2	-1.3
O=C(COC(=O)/C=C/c1ccco1)Nc1cc(S(=O)(=O)N2CCOCC2)ccc1Cl	-18.3	-1.1	0.6	2.9	0.6	4.7	1.2	15.1*	-2.3	-0.6
Cc1cc(C)nc(SCNC(=O)c2ccc(F)cc2)n1	-12.8	-0.5	3.8	12.2	-0.2	8.1	-4.0	2.8	0.3	1.9
CCn1c(=O)n(CCOC)c(=O)c2c3c(sc21)CCCC3	5.4	1.6	-3.8	5.9	-0.5	8.4	0.6	0.5	-0.8	1.6
COc1ccc(S(=O)(=O)Nc2cc(C)on2)cc1NC(C)=O	2.2	-15.7	4.9	-13.6	0.5	-5.2	-1.9	-4.8	4.0	-1.4
Cc1nnc(SCCn2c(N3CCCC(C)C3)nc3c2c(=O)[nH]c(=O)n3C)s1 (configuration not stated)	-14.1	-0.4	-4.0	3.0	-1.1	-9.3	1.4	-0.2	2.4	2.0
